Cardio protect – modulators protecting cardiomyocytes from myocardial damage | H9c2 cardiomyocytes, H2O2 injury protection, ATPLite, 2 h | protection from H2O2 cell death, % at 20 µM | 360,000 tested, 0.63% active;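 active = compounds giving at least 50% protection of heart cells from peroxide-induced death in the single-dose screen, raw or plate-pattern-corrected value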;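 note: 0% = DMSO wells with peroxide and 100% = DMSO wells without peroxide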
MC4R barr agon – activates human MC4R beta-arrestin recruitment. activation, % at 8.9 µM. P32245. U2OS MC4R beta-arrestin complementation, luminescence; percent of melanotan II response, DMSO zero. 360,000 tested, 0.98% active;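 active = activation above a per-plate cutoff, the mean activation of sample wells on that plate plus 3 SD, cut at about 8% in these data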
aDG glyco act – alpha-DG glycosylation activation; Pro5-aDG cells, alpha-DG glycosylation AlphaScreen (IIH6); 0% Pro5, 100% B10-LARGE cell signal; activation, % at 10 µM; 360,000 tested, 0.22% active;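 active = activation of at least 8% versus controls, or a plate z-score of at least 8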;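 note: Pro5 are CHO cells carrying HIG-tagged alpha-DG that lacks glycosylation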
MC4R antagonist – antagonists of human melanocortin 4 receptor (MC4R); MC4R-expressing cells, MTII-stimulated cAMP, LANCE TR-FRET; inhibition, % at 6.5 µM; 360,000 tested, 0.48% active;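 active = inhibition above its plate's cutoff, the mean of tested wells on that plate plus 3 SD, cut at about 29% in these data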;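 note: 0% = Melanotan II alone and 100% = Melanotan II plus saturating MCL0020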
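Material: U2OS-MC4R stable cell line | Reagent: Melanotan II challenge after compound preincubation | Doses: One concentration, 6.5 µM nominal | Incubation: 30-min compound preincubation, 1-h Melanotan II challenge, 1-h detection, room temperature | Signal: TR-FRET cAMP assay | Replicates: One well per compound, no replicates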
iPSC survival up – hiPSC single-cell survival enhancement; ATPlite luminescence; 100% = ROCK inhibitor wells, 0% = DMSO; 360,000 tested, 0.044% active; survival enhancement, % at 20 µM; in the data active = survival enhancement above about 18%;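 note: cells exposed to compounds for 16 hours before the ATP read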
Exocytosis inh – lytic granule exocytosis inhibition | 360,000 tested, 0.66% active | inhibition, % at 10 µM | TALL-104 LAMP-1 surface exposure, flow cytometry; cells stimulated with thapsigargin and PMA;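 active = inhibition above about 55%, limit read from the data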
ABCB6 inh 2 – inhibitors of human ABC transporter ABCB6 | Q9NP58 | K562-ABCB6 porphyrin accumulation, flow cytometry, 1 h; active compounds read low | fluorescence ratio to DMSO, % at 10 µM | 360,000 tested, 0.19% active | AID 602162;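 active = fluorescence ratio to DMSO below 75%, the collection mean minus 3 SD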;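 note: signal is porphyrin accumulated inside mitochondria; 100% equals median channel fluorescence of DMSO control wells; lower ratio means ABCB6 inhibition with less porphyrin fluorescence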
ABHD5 PLIN5 PPI – blocks binding of human ABHD5 to perilipin-5 | inhibition, % at 4 µM | Split G. princeps luciferase complementation, luminescence, 4 h | Q00G26+Q8WTS1 | 360,000 tested, 0.78% active;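 active = inhibition above the mean inhibition across every tested compound plus 3 SD, cut at about 22% in these data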;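 note: 0% = DMSO only wells and the 100% control is not disclosed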
Target sequence (Q00G26 whole entry, looked up): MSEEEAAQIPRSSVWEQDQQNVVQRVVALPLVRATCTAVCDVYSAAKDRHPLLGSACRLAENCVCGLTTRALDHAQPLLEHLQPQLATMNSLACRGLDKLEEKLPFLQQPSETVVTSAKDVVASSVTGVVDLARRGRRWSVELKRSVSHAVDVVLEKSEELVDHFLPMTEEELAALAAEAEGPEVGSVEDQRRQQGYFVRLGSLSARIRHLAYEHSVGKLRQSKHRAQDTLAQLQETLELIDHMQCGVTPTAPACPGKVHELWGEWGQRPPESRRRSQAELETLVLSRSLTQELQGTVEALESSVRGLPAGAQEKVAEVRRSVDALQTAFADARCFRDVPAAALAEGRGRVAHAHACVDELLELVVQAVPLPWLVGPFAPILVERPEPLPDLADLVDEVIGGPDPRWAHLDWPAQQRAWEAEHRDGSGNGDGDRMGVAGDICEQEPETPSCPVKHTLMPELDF
Target sequence (Q8WTS1 whole entry, looked up): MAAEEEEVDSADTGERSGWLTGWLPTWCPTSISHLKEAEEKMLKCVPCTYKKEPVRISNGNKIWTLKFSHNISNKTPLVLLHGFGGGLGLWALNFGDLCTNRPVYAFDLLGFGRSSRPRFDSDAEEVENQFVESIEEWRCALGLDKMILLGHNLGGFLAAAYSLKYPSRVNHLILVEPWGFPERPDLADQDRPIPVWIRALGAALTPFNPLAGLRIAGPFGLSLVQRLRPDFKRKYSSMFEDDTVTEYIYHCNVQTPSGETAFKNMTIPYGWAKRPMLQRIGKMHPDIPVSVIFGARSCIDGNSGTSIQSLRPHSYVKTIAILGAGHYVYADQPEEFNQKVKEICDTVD
Glyco luc inh – blocks N-linked glycosylation in D54 reporter cells. D54 ERlucT glycosylation luciferase reporter, 24 h; percent of 100 nM tunicamycin response. reporter increase, % at 12.5 µM. 360,000 tested, 0.23% active. AID 588692;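 active = mean luciferase reporter signal, scaled so untreated is 0 and the glycosylation-blocking control 100, at or above a set limit in every replicate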;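 note: luciferase carries N-glycosylation sites so blocking glycosylation raises the light; 0% = median of neutral control wells and 100% = median of 100 nM tunicamycin wells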
HTR2A ag – mouse HTR2A agonism via beta-arrestin recruitment | activation, % at 7.6 µM | 360,000 tested, 0.66% active | AID 624169 | CHO-K1 mHTR2A beta-arrestin complementation, luminescence; percent of 30 µM serotonin response | P35363;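 active = activation above a run cutoff, the mean activation of all tested compounds plus 3 SD, cut at about 14% in these data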;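 note: 0% = plate median of compound wells and 100% = 30 µM serotonin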
Active calls of the source: *; nt = no result given.

SMILES	Cardio protect	MC4R barr agon	aDG glyco act	MC4R antagonist	iPSC survival up	Exocytosis inh	ABCB6 inh 2	ABHD5 PLIN5 PPI	Glyco luc inh	HTR2A ag
CCOc1ccc(C(NC(C)=O)c2ccc(OC)c(OC)c2)cc1 (stereo not drawn)	-6	-1.2	-0.2	20	-2.8	-3	99	1	0	-5
COCc1cc(C)nc(OCC(=O)N/N=C/c2ccc(-c3cc([N+](=O)[O-])ccc3C)o2)c1C#N	2	-0.1	0.1	1	-1.9	-4	92	1	0	4
CCCN(C(=O)c1cc(S(=O)(=O)N2CCCCC2)ccc1Cl)C1CCS(=O)(=O)C1 (stereo not drawn)	7	1.0	-0.1	24	-0.5	-2	103	0	0	-2
CCC(=O)Nc1nc2ccccc2n1Cc1ccc(C)cc1	37	-0.4	1.8	4	-0.6	-1	nt	0	9	1
O=C(CCCN1C(=O)C2CC=CCC2C1=O)Nc1cccc(F)c1 (stereo not drawn)	0	-2.4	0.3	-5	-0.2	6	91	0	3	9
O=C(NC(Cc1ccc2c(c1)OCO2)C(=O)N1CCCC1C(=O)O)c1ccccc1 (stereo not drawn)	2	-1.4	-0.4	4	1.2	-1	95	7	1	5
Cc1ccccc1NS(=O)(=O)c1cc2c(cc1C)N(C)CCO2	-1	0.8	-0.2	2	-1.1	0	91	-4	-1	-5
COc1ccc(Cl)cc1NC(=O)CN(C)C(=O)C1CC(=O)N(Cc2ccc(C)cc2)C1 (stereo not drawn)	-4	-0.5	-0.1	-1	-0.5	-4	103	2	2	-2
CCc1noc(C)c1C(=O)OC(C)C(=O)Nc1ccc2c(c1)OCO2 (stereo not drawn)	5	0.3	-0.1	1	-1.1	17	101	7	0	-1
COc1ccc(CNC(=O)C/C(C)=N/NC(=O)c2ccc(OC)cc2OC)cc1	-1	-0.6	-0.2	-3	-0.4	9	95	3	-1	3
c1cncc(CSc2ccc(-c3cccs3)nn2)c1	-14	-1.4	0.0	7	-0.6	-8	100	-2	-1	-1
COc1ccccc1NC(=O)C(C)Nc1ccc(C)c(Cl)c1 (stereo not drawn)	-9	1.4	0.0	14	1.3	0	91	0	-1	0
CC(C)c1ccc(OCC(O)CN2CCN(c3ccccn3)CC2)cc1 (stereo not drawn)	-5	2.2	0.1	-9	-0.3	4	97	4	1	4
CCN1C(=O)/C(=C\C=C2/C=CC=CN2CC)SC1=S	-5	-2.0	-0.1	-4	-0.6	-2	100	-15	-7	-1
Cn1c(=O)cc(SCC(=O)NCCCN2CCN(c3ccc(F)cc3)CC2)c2ccccc21	1	-1.9	-0.1	3	6.3	-2	94	4	6	-4
CCc1c(Cl)nc(N)nc1Nc1ccccc1C	-2	-1.9	0.4	1	2.0	1	99	-3	0	-1
Cc1cccc(NCc2nc(SCC(=O)Nc3ccccc3)n[nH]2)c1	7	0.6	0.9	0	1.4	-5	100	3	2	0
Cc1ccc(-c2csc3ncnc(Nc4ccc(C(=O)O)cc4)c23)cc1	-2	5.1	0.1	7	0.0	14	96	8	0	9
Cc1cccc(C)c1NC(=O)C(c1ccccc1OC(F)(F)F)N1CCN(C)CC1 (stereo not drawn)	nt	nt	-0.4	nt	nt	0	nt	-6	nt	-6
CC(=O)Nc1ccc(-c2ccnc3c2CC(C(=O)Nc2cccc(OC(F)(F)F)c2)O3)cc1 (stereo not drawn)	15	1.7	0.1	3	-2.9	5	74*	1	-5	1
COc1ccccc1OCC(=O)c1[nH]c(C)c(C(C)=O)c1C	-23	0.6	3.7	10	0.2	0	90	0	-1	7
CCc1ccc(-c2nc(CSCC(=O)NCCCN3CCCC3=O)c(C)o2)cc1	0	-2.2	0.5	8	-0.3	0	100	2	2	3
OCC[C@H]1C[C@H](O)[C@@H](O)[C@@]2(CCc3ccccc3O2)O1	0	-0.4	-0.1	10	0.0	0	99	9	3	2
COc1ccccc1NC(=O)NCC1(N(C)C)CCCCC1	3	1.7	0.2	2	-0.8	7	101	3	1	-8
COc1ccccc1NC(=O)c1ccc(NC(=O)CN2CCCCC2)cc1	4	0.0	0.5	5	-3.6	-2	100	-4	-2	0

(listing goes on)
SMILES	Cardio protect	MC4R barr agon	aDG glyco act	MC4R antagonist	iPSC survival up	Exocytosis inh	ABCB6 inh 2	ABHD5 PLIN5 PPI	Glyco luc inh	HTR2A ag
NS(=O)(=O)c1cccc(NC(=O)COC(=O)c2ccc(S(=O)(=O)N3CCOCC3)cc2)c1	2	-0.7	-0.1	6	-0.1	0	91	1	5	-6
Cc1sc(NC(=O)C2CC(=O)N(Cc3ccco3)C2)nc1-c1ccccc1 (stereo not drawn)	4	0.2	-0.3	7	2.2	10	100	10	4	7
Cc1ccc(N(C(C)C(=O)Nc2ccc(S(=O)(=O)N3CCOCC3)cc2)S(C)(=O)=O)cc1 (stereo not drawn)	2	0.5	-0.2	4	-3.4	-10	105	11	0	0
Cn1cc(CN2CCC(C(=O)Nc3cccc(-c4cccc(F)c4)c3)CC2)cn1	7	-2.3	1.8	-1	-0.2	8	100	12	0	-9
COC(=O)[C@]1(Cc2ccccc2)N[C@H](CN(C)S(=O)(=O)c2ccc(-c3ccccc3)cc2)[C@@H]2C(=O)N(C)C(=O)[C@@H]21	11	-0.3	-0.1	-5	2.4	0	91	0	7	-4
O=C(Cn1cc(C(=O)c2ccco2)c2ccccc21)NCc1ccco1	18	-2.9	-0.3	3	-1.4	0	95	5	0	4
O=C(COC(=O)Cc1ccc(F)cc1)NC1CCCCCC1	3	-2.3	-0.1	-3	-0.4	9	98	3	1	4
COC(=O)CCC(=O)Nc1nccs1	5	-2.0	-0.1	-4	0.1	-2	90	-1	1	1
c1ccc2c(CN3CCOCC3)c3ccccc3c(CN3CCOCC3)c2c1	4	-0.9	0.1	-2	-2.0	-3	101	10	-3	1
O=C(Nc1nnc(-c2ccc3c(c2)OCCO3)o1)C1CCCCC1	-6	-3.0	0.3	17	-0.1	-1	101	-2	-6	-3
C=CCN1C(=O)OC2(CCCCC2)C1(C)O (stereo not drawn)	-1	-1.7	-0.2	2	-1.0	-3	95	-3	1	1
Cc1ccc(OCC(=O)Nc2ccc(S(=O)(=O)Nc3onc(C)c3C)cc2)cc1	-7	-1.1	-0.1	4	3.7	-1	98	6	1	6
CCN(CC)c1ccc(NC(=O)CN2CCN(c3ccccn3)CC2)cc1	1	-1.0	-0.2	-8	0.7	12	101	-1	-2	0
C/C(NCCc1ccc(O)cc1)=C1/CCOC1=O	4	-1.9	-0.1	11	2.0	-2	103	-7	2	-3
CNC(=O)c1sccc1Oc1ccc(F)cc1[N+](=O)[O-]	0	-2.1	-0.2	-4	-1.3	-3	96	1	0	2
COc1ccc(CNC(=O)CN(c2ccccc2)S(=O)(=O)c2ccccc2[N+](=O)[O-])cc1	-2	-1.2	1.0	18	0.2	5	94	0	-2	5
CC(=O)c1ccc(S(=O)(=O)N2CCN(C(=O)c3ccc(N)c([N+](=O)[O-])c3)CC2)cc1	9	-3.0	-0.1	5	-0.4	-1	102	-16	-3	1
O=C(NC1CCCCC1)c1cc(-c2ccccc2O)on1	-5	3.8	0.1	1	-0.6	-9	97	-11	-6	4
CCOC(=O)c1cc(OC)c2cccc(CN3CCCC(C)(C(=O)NCCOC)C3)c2c1 (stereo not drawn)	8	-0.2	0.4	-8	-1.5	5	105	-1	-3	-2
CC(=O)N1C(C(=O)O)CSC1c1cccc(C)c1 (stereo not drawn)	-3	4.8	0.0	-2	-1.4	0	87	10	4	9
NC1=NN(c2cccc(C(=O)O)c2)C(=O)C1	6	-0.3	-0.2	8	1.7	0	82	-31	3	4
CCC(=O)Nc1ccc(NC(=O)c2ccco2)c(OC)c1	-6	-1.0	0.1	8	2.1	-1	100	0	2	-1
O=C(NCCSc1c[nH]c2ccccc12)C1CC1	-4	-1.1	0.2	-6	-1.9	1	99	-9	1	-1
Cc1ccc(C2(C)NC(=O)N(CC(=O)NC(=O)NC(C)C)C2=O)cc1 (stereo not drawn)	-2	-2.3	0.0	0	-0.2	-9	98	0	3	0
NC(=O)c1sc2nc(-c3cccnc3)ccc2c1N	6	-1.3	0.0	1	-0.6	10	104	-7	5	0

(next part)
SMILES	Cardio protect	MC4R barr agon	aDG glyco act	MC4R antagonist	iPSC survival up	Exocytosis inh	ABCB6 inh 2	ABHD5 PLIN5 PPI	Glyco luc inh	HTR2A ag
COc1ccc(-n2cnc3sccc3c2=O)cc1	3	-1.2	-0.1	2	-0.6	-7	93	2	-2	2
CCNC(=S)N/N=C/c1cccc(/C=N/NC(=S)NCC)c1	-1	-2.7	0.1	0	-2.6	2	95	-2	0	-4
Cc1[nH]c(=O)[nH]c(=O)c1CSc1nnc(CCCCCNC(=O)OC(C)(C)C)o1	13	-1.4	-0.4	0	4.2	0	102	-2	4	3
Cc1ccnc(NC(=O)CSc2ccccn2)c1	12	1.3	0.0	3	-0.6	1	95	-1	3	3
CSCCC(NS(=O)(=O)c1ccc(C)cc1)C(=O)NC1CCCCCC1 (stereo not drawn)	-7	-0.1	0.0	14	-0.5	4	102	1	-4	-5
O=C(O)/C=C/C(=O)NCc1ccccc1	2	-1.2	0.2	8	-2.7	0	98	0	1	3
O=C(CN1C(=O)CSC1=O)Nc1ccc2c(c1)OCCO2	-2	-1.5	-0.2	5	-1.7	2	99	1	1	-1
CC(=O)Nc1ccc(S(=O)(=O)NNC(=O)c2ccc(C)cc2)cc1	4	-1.4	0.1	3	2.8	7	104	4	2	1
OCCNc1nc(Nc2ccccc2Oc2ccccc2)nc(N2CCCC2)n1	-4	0.3	-0.1	-2	0.1	6	93	3	2	7
COCCn1cnc2c(c1=O)c1nc3ccccc3nc1n2/N=C/c1ccc(OC)c(OC)c1	51*	1.3	-0.3	17	-0.4	11	95	-1	11	5
COc1ccc2cc(C(=O)NCC(=O)O)sc(=O)c2c1OC	4	0.9	0.0	6	0.1	0	89	3	2	2
COc1cccc(CN2CCN(Cc3cccc(Br)c3)CC2)c1OC	3	0.4	0.4	3	0.6	28	96	1	0	-13
Cc1onc(-c2c(F)cccc2Cl)c1C(=O)N(C)C1CCCCC1	3	-2.9	0.0	5	-0.3	-1	94	1	-1	-4
O=C(N/N=C/c1ccccc1F)c1cc2c(ccc3ccccc32)o1	4	0.1	0.3	1	0.4	-1	95	7	5	-4
CC(=O)Nc1ccc(NC(=O)c2nc(-c3ccccc3)oc2C)cc1	-4	-0.7	0.0	3	-1.8	-1	101	4	3	2
CCc1ccc(CN2CCC(Oc3ccc(C(=O)N4CCCC4)cc3)CC2)cc1	-3	-2.6	0.3	0	-0.5	-1	96	-6	-1	-5
Clc1cccc(Cl)c1COc1ccncc1	-4	-1.5	0.0	0	-2.0	1	98	4	2	2

Assay outcomes: PubChem BioAssay, several laboratories

Not a hit list; any-hit rate near 4.5%.
